LAP4 TOR yeast: modulators of LAP4-GFP expression in yeast, primary screen, S. cerevisiae, multiplex flow cytometry, MLPCN library; 3 h; median GFP as percent of DMSO wells; GFP response vs DMSO, % at 10 µM; actives 0.34% (n = 320,000); AID 2023, 2009;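 active = GFP response vs DMSO above a set limit, about the screen mean plus 3 SD, cut at about 150% in these data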
GRK2 aptamer HTS: compounds blocking aptamer binding on GRK2 – biochemical, human GRK2, bead flow cytometry, HTS, primary screen. Beta-adrenergic receptor kinase 1 (Homo sapiens), P25098. FAM-aptamer displacement from GRK2. inhibition of aptamer binding, % at 10 µM. actives 0.59% (n = 330,000);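 active = inhibition of aptamer binding above 40%, roughly 3 SD of noise, on plates passing a quality check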;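 also: median bead fluorescence of bound FAM aptamer so fluorescent compounds give negative values; no value below 0 was filed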
Target sequence (P25098 whole entry, looked up): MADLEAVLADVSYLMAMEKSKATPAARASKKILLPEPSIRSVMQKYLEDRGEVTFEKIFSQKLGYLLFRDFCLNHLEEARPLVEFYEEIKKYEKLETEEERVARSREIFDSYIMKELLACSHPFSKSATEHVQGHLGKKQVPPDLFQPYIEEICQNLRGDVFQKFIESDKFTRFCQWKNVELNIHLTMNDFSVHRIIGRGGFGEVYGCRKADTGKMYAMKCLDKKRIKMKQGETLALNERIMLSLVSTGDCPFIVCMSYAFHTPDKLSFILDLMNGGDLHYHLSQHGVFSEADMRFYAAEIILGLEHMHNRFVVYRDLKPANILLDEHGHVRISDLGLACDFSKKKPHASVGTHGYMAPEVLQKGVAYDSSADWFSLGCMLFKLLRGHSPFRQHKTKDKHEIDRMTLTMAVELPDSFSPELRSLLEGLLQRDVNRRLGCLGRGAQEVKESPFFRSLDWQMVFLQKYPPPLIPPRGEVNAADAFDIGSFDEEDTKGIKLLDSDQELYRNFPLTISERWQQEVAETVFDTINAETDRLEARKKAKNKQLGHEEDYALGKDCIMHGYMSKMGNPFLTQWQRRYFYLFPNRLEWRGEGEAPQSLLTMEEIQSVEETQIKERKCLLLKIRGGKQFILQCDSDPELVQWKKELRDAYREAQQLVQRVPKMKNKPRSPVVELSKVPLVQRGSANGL
AGP1 TOR yeast: modulators of AGP1-GFP expression in yeast TOR pathway, primary screen, cell-based, multiplex flow cytometry, S. cerevisiae, MLPCN library; actives 0.02% (n = 320,000); 3 h; GFP as percent of DMSO wells; AID 2066, 2009; GFP response vs DMSO, % at 10 µM;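 active = GFP response relative to DMSO above a set limit, near screen average plus 3 SD, cut at about 150% in these data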;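 also: median GFP channel fluorescence of the gated AGP1 strain per well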
GASC-1 inh: inhibitors of GASC-1 histone demethylase, primary screen, biochemical, fluorescence, DELFIA europium; Lysine-specific demethylase 4C (Homo sapiens), Q9H3R0; GST-JMJD2C(1-420) H3K9me3 demethylation; inhibition, % at 2.35 µM; actives 0.069% (n = 330,000); AID 2099, 2009;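 active = more than half of a compound's replicate wells show inhibition beyond 50%, single wells judged on their own value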;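 also: signal counts dimethyl H3K9 product captured on neutravidin plate; 0% = median of DMSO wells and 100% = 0.3 times that DMSO median; strong numbers were not always called active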
Target sequence (Q9H3R0 1-420 limits assumed): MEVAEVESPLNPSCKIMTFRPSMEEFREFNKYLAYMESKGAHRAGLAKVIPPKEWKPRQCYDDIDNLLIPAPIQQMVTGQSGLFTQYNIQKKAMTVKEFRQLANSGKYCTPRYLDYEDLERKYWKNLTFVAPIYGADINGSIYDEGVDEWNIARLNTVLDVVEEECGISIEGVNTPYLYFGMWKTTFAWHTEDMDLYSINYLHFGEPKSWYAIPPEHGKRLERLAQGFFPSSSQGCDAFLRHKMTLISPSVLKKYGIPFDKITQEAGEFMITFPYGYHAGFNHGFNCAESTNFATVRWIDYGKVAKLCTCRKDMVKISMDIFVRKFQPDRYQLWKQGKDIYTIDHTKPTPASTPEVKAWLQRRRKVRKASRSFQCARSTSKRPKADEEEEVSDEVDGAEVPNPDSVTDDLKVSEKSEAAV
VLA-4 inh: inhibition in human VLA-4 binding assay, primary screen, VLA-4 allosteric modulator project, MLPCN library, flow cytometry, VLA-4 expressing cells | Integrin alpha-4 (Homo sapiens), P13612 | ligand binding flow cytometry | inhibition, % (about 7 µM as worked out from the volumes in the protocol) | actives 0.2% (n = 330,000); in the data active = inhibition above about 50%
MEP2-GFP yeast: modulators of MEP2-GFP levels in yeast, primary screen, S. cerevisiae, multiplex flow cytometry, MLPCN library; S. cerevisiae MEP2-GFP strain, 3 h; 100% = DMSO control level; GFP response vs DMSO, % at 10 µM; actives 0.51% (n = 330,000);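 active = GFP response versus DMSO above a set limit, roughly screen mean plus 3 SD, cut at about 180% in these data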;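 also: median GFP fluorescence of the barcode-gated MEP2-GFP cells per well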
CIT2-GFP yeast: modulators of CIT2-GFP expression in yeast, primary screen, S. cerevisiae, GFP fusion, multiplex flow cytometry, MLPCN library. S. cerevisiae CIT2-GFP strain, 3 h; 100 means same as DMSO wells. GFP response vs DMSO, % at 10 µM. actives 0.065% (n = 320,000). AID 2029, 2009;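 active = GFP response relative to DMSO above a set limit, near the screen mean plus 3 SD, cut at about 150% in these data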;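 also: ratio of well median GFP fluorescence to mean of DMSO wells on the plate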
RPL19A-GFP yeast: RPL19A-GFP expression modulators in yeast, primary screen, cell-based, S. cerevisiae, multiplex flow cytometry, MLPCN; S. cerevisiae RPL19A-GFP strain, 3 h; active compounds read low; percent response vs DMSO, % at 10 µM; actives 0.3% (n = 330,000);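 active = percent response vs DMSO below 50%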;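 also: median channel GFP fluorescence of the barcoded RPL19A-GFP strain; ratio of sample median GFP to plate DMSO average so 100% = DMSO; lower means less RPL19A-GFP as with rapamycin TOR inhibition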
An asterisk follows results filed as active; i = inactive; x = not tested or not shown; & = joins results of further samples.

SMILES,LAP4 TOR yeast,GRK2 aptamer HTS,AGP1 TOR yeast,GASC-1 inh,VLA-4 inh,MEP2-GFP yeast,CIT2-GFP yeast,RPL19A-GFP yeast
CC(=O)Nc1ccc(NC(=O)C2CC(=O)N(c3ccc(Cl)cc3)C2)cc1 (stereo unspecified),76,0,102,6,8,112,103,121
CC(C)C(=O)Nc1nnc(SCC(=O)NC2CC2)s1,90,0,98,-11,6,96,x,94
Cc1cc(C(=O)N2CCCC(C(=O)c3ccc4ccccc4c3)C2)nn1C (stereo unspecified),114,0,101,2,4,109,93,100
COC(=O)C1=C(C)N(Cc2ccccc2)C(=NCCc2cccnc2)N[C@H]1c1ccc(Br)cc1,78,0,80,-12,31,90,74,105
O=C(CN1C(=O)COc2ccc(Cl)cc21)N1CCCCC1,92,0,105,-2,21,94,104,104
Cc1cc(C(=O)COc2ccccc2C(N)=O)c(C)n1CC1CCCO1 (stereo unspecified),90,1,101,6,0,82,101,87
COc1ccccc1NS(=O)(=O)c1cccc(C(=O)N/N=C/c2c(C)nn(-c3ccccc3)c2N2CCCC2)c1,93,x,93,13,6,84,98,105
CC1CCCC(C)N1NC(=O)Cc1ccccc1 (stereo unspecified),96,0,104,-4,19,98,105,101
CC1(C)CC(NS(=O)(=O)OCC(Cl)(Cl)Cl)c2cc(C#N)ccc2O1 (stereo unspecified),104,0,83,13,-8,90,84,97
CCOC(=O)C(NCCc1ccccc1)(NC(=O)CC)C(F)(F)F (stereo unspecified),100,0,98,3,4,100,90,101
CCC1CCCCN1C(=O)CSc1nc(C)cc(C)n1 (stereo unspecified),110,0,104,-20,20,108,106,98
O=C(Nc1cnn(Cc2ccccc2)c1)c1nc2ncccn2n1,89,2,91,2,1,95,92,94

Laid out differently: results already given.
> CC(=O)Nc1ccc(NC(=O)C2CC(=O)N(c3ccc(Cl)cc3)C2)cc1 (stereo unspecified)
- LAP4 TOR yeast: 76
- GRK2 aptamer HTS: 0
- AGP1 TOR yeast: 102
- GASC-1 inh: 6
- VLA-4 inh: 8
- MEP2-GFP yeast: 112
- CIT2-GFP yeast: 103
- RPL19A-GFP yeast: 121
> CC(C)C(=O)Nc1nnc(SCC(=O)NC2CC2)s1
- LAP4 TOR yeast: 90
- GRK2 aptamer HTS: 0
- AGP1 TOR yeast: 98
- GASC-1 inh: -11
- VLA-4 inh: 6
- MEP2-GFP yeast: 96
- CIT2-GFP yeast: x
- RPL19A-GFP yeast: 94
> Cc1cc(C(=O)N2CCCC(C(=O)c3ccc4ccccc4c3)C2)nn1C (stereo unspecified)
- LAP4 TOR yeast: 114
- GRK2 aptamer HTS: 0
- AGP1 TOR yeast: 101
- GASC-1 inh: 2
- VLA-4 inh: 4
- MEP2-GFP yeast: 109
- CIT2-GFP yeast: 93
- RPL19A-GFP yeast: 100

Additional compounds.
SMILES,LAP4 TOR yeast,GRK2 aptamer HTS,AGP1 TOR yeast,GASC-1 inh,VLA-4 inh,MEP2-GFP yeast,CIT2-GFP yeast,RPL19A-GFP yeast
CCn1c(/C=C/c2ccccc2[N+](=O)[O-])nc2ccccc2c1=O,96,0,99,5,10,103,102,94
Cc1ccc(-c2nnn(CC(=O)N(Cc3cccs3)C(C(=O)NC3CCCC3)c3ccncc3)n2)cc1 (stereo unspecified),103,2,109,-3,6,106,96,97
O=C(NC1CCCCC1)c1cccc(S(=O)(=O)N2CCCCC2)c1,95,0,106,-10,10,101,104,104
COc1ccc(C2=NOC(C(=O)Nc3ccc4c(c3)OCCO4)C2)c(OC)c1 (stereo unspecified),105,1,103,2,-7,104,95,102
COc1cc(S(=O)(=O)Nc2ccc3cn[nH]c3c2)ccc1Cl,103,1,99,i,10,100,97,97
CC(C)c1cc(NCc2ccccn2)n2c(nc3ccccc32)c1C#N,99,1,96,-5,5,101,99,102
CC(C)CCSc1nc2ccccc2[nH]1,105,1,107,2,4,112,103,101
CCc1ccc2c(c1)C(=O)C(=O)N2CCS(=O)(=O)c1ccccc1,105,1,101,7,0,97,95,99
O=[N+]([O-])CC(=Nc1ccc(Cl)cc1)N/N=C\c1oc(O)c2ccccc12,97,3,100,13,16,107,97,103
O=C1C2C3C=CC(C2C(=O)N1c1ccccc1O)C1C2C(=O)N(c4ccccc4O)C(=O)C2C31 (stereo unspecified),109,0,106,0,8,108,119,115
COc1cc(C(=O)COC(=O)c2cc([N+](=O)[O-])ccc2N2CCOCC2)ccc1OC(F)F,102,2,98,-3,4,95,94,95
Cc1ccc(NC(=O)COC(=O)Cn2c(C)csc2=O)c([N+](=O)[O-])c1,110,2,104,3,-3,105,96,100
CC(=O)Nc1ccc(/C=C(\C#N)S(=O)(=O)c2ccc(C)cc2)cc1,92,0,102,3,-2,99,111,103
CCc1ccccc1N1C(=O)C2C3C=CC(CC3)C2C1=O (stereo unspecified),96,0,102,-4,8,101,110,102
Cc1cc(C)c(S(=O)(=O)N2CCCOC2CNC(=O)C(=O)NCCc2c[nH]c3ccccc23)c(C)c1 (stereo unspecified),94,0,101,8,31,101,103,109
COC(=O)c1ccccc1N1C(=O)C2C(C1=O)C1C=CC2C12CC2 (stereo unspecified),97,0,110,-10,6,97,104,104
Cc1ccc2nc(NC(=O)C3CCN(S(=O)(=O)c4cccnc4)CC3)sc2c1,89,1,89,3,27,77,78,93
COc1cc2c(cc1OC)C(C(=O)NCCN1CCOCC1)C1c3ccccc3CCN1C2=O (stereo unspecified),94,4,90,-3,9,100,93,98
COc1ccc(Cn2nnnc2C(c2ccccc2OC)N2CCC(C(N)=O)CC2)cc1 (stereo unspecified),98,0,104,14&6,14,103,103,100
CN(CC(=O)Nc1ccccc1C(F)(F)F)C(=O)c1cc(Cl)nc2ccccc12,119,2,108,-4,12,102,97,102
O=C(NCC1CCN(Cc2ccc(F)cc2)CC1)C1CCCN(c2ncnc3c2nc2n3CCCCC2)C1 (stereo unspecified),95,0,103,12,9,109,108,99
COC(=O)c1cn(CC(=O)NC2CCCCCC2)c2ccccc12,89,0,87,-7,13,93,84,102
COc1ccc(CC2(C)OC(c3ccc(C)c([N+](=O)[O-])c3)=NN2C(C)=O)cc1 (stereo unspecified),112,0,98,-22,1,88,90,96
CC(CN1CCCCC1)C(=O)NN (stereo unspecified),106,0,104,3,-12,94,95,98
O=C1N(c2ccccc2)C[C@@H]2C[C@@H](c3cccs3)N3CCC[C@@]123,95,1,101,4,-40,109,102,101
Cc1ccc(C(=O)/C=C/c2ccc3c(c2)OCO3)o1,104,0,102,0,-20,102,102,99
O=C(N1CCCCC1)C12CC3CC(CC(C3)C1)C2,87,4,82,-7,13,84,80,86
Cc1ccc2nc(C)cc(N/N=C/c3cccc(O)c3)c2c1,94,2,96,9,14,108,96,104
Cc1cccc(N2CCN(C(=O)CCS(=O)(=O)c3ccc4c(c3)NC(=O)CO4)CC2)c1C,105,4,109,-20,-6,106,110,102
COc1ccccc1N(C(=O)c1ccco1)C(C(=O)NC1CCCC1)c1ccc(N2CCOCC2)cc1 (stereo unspecified),99,7,100,-11,-1,101,110,101
O=C(CNS(=O)(=O)c1ccccc1)N/N=C/c1ccccc1[N+](=O)[O-],93,12,105,12,-5,97,104,102
COC(=O)C1=C(C)OC(N)=C(C#N)C1c1cc(OC)c(OCC(N)=O)cc1Cl (stereo unspecified),87,4,104,-6,9,108,113,104
Cc1nn(C)cc1/C=N/NC(=O)C1(O)c2ccccc2-c2ccccc21,102,2,103,3,13,100,102,105
O=C(Cn1cnnn1)Nc1cccc(S(=O)(=O)N2CCCCC2)c1,103,2,107,8,19,108,108,106
CCN(CC)CCCn1c2c(c(SCC(=O)Nc3nc4ccccc4s3)nc1=O)CCC2,99,0,109,56,-2,102,106,101
Cc1ccnc(N2C(=O)c3cccc4c([N+](=O)[O-])ccc(c34)C2=O)c1,232*,0,75,-8,-122,312*,181*,111
O=C(CC1OC(=O)c2ccccc21)NC1CCCCC1 (stereo unspecified),105,0,109,-6,5,101,109,103
CC(C)Cn1c(N)c(C(=O)COC(=O)c2cccnc2Cl)c(=O)n(C)c1=O,112,2,97,20,8,97,93,98
O=C(CN1CCCCCC1)Nc1ccc(Br)cc1[N+](=O)[O-],91,2,104,5,1,105,108,106
O=C(c1ccc(F)cc1)C(CCCCCC(CN1CCOCC1)C(=O)c1ccc(F)cc1)CN1CCOCC1 (stereo unspecified),90,0,93,-4,13,92,92,88
CCOc1ccc(C(=O)NC(=S)Nc2ccccc2N2CCCCC2)cc1[N+](=O)[O-],89,0,95,0,10,98,93,100
Cc1ccc(S(=O)(=O)Oc2ccc(/C=C(/NC(=O)c3ccccc3)C(=O)NCCC(=O)O)cc2)cc1,94,7,98,10,3,102,100,100
Cc1cc(C)c(-c2noc(C(=O)OC(C)(C)C)c2C(=O)OC(C)(C)C)c(C)c1,95,0,93,-10,-2,99,95,96
CCC1CCC/C1=N\NC(=O)CCC(=O)Nc1ccccc1Cl (stereo unspecified),100,1,100,-1,-13,96,108,106
CCn1c(=O)n(CC)c2cc(N3CCCC3)c(NC(=O)c3ccccc3F)cc21,108,4,105,3,8,99,99,93
O=C(O/N=C(/c1ccccc1)c1ccncc1)c1cccc(F)c1,111,2,92,-5,18,98,87,100
NS(=O)(=O)c1ccc(NC(=O)/C=C/c2ccccc2[N+](=O)[O-])cc1,98,0,107,-3,-8,105,111,105
O=C(NS(=O)(=O)Oc1cccc(Cl)c1Cl)OC[C@@H]1CCCN2CCCCC12 (stereo partly specified),90,10,96,-5,2,93,96,104
COc1ccc(C(=O)C2CCCN(Cc3ccc4nonc4c3)C2)cc1F (stereo unspecified),101,1,99,-43,6,99,93,93
CC(=O)C1=C(O)C(=O)N(c2ccccn2)C1c1ccccc1[N+](=O)[O-] (stereo unspecified),108,8,104,2,2,110,107,108
COc1ccccc1NC(=O)CCSc1nnnn1C,100,0,105,29,15,101,101,102
CCCCn1nnnc1NCc1cccnc1,96,0,98,9,20,101,100,97
CCCCCCNC(=O)CCCCCNS(=O)(=O)c1ccc(Br)cc1,119,0,112,7,11,108,109,107
CCC(=O)Nc1ccc(NC(=S)NC(=O)c2cc3ccccc3o2)cc1,94,2,93,-20,25,100,95,94
CCC(=O)N1CCN(c2ccc(Cl)cc2NC(=S)NC(=O)c2ccco2)CC1,98,0,106,6,6,104,106,107
CCOC(=O)C1=C(C)N(CCCC(=O)O)C(=O)NC1c1ccccc1Cl (stereo unspecified),90,2,97,-2,26,100,94,94
CN1CCC(NC(=O)NC2CCCCC2)CC1,95,0,102,9,-3,112,105,113
COc1ccc(N2C(=S)NC3c4cc(Cl)ccc4OC2(C)C3C(=O)N(C)C)cc1 (stereo unspecified),93,0,94,-37,-2,103,100,97
O=C(Nc1ccccc1)O/N=C(\c1ccccc1)c1ccccn1,99,0,106,27,-16,97,102,98
CCn1c(SCC(=O)Nc2ccc(C(C)=O)cc2)nc2nc3c(cc2c1=O)CCCC3,109,1,105,0,20,104,104,101

Other results follow.
SMILES,LAP4 TOR yeast,GRK2 aptamer HTS,AGP1 TOR yeast,GASC-1 inh,VLA-4 inh,MEP2-GFP yeast,CIT2-GFP yeast,RPL19A-GFP yeast
N#Cc1ccc(C(=O)NNC(=O)c2cccc(S(=O)(=O)N3CCOCC3)c2)cc1,91,0,91,0,10,90,89,93
O=C(c1ccc(F)cc1)N1C2CCC1CC(O)(c1ccccc1F)C2 (stereo unspecified),118,0,113,9,1,108,107,110
OC(c1ccccc1)(C1CCCCC1)C(CN1CCOCC1)c1ccccc1 (stereo unspecified),91,1,104,-10,-11,103,106,105
CCc1ccc(NC(=O)Nc2ccsc2C(=O)OC)cc1,123,12,79,-19,-1,101,101,108
